Menin MLL FP TR: inhibitors of human menin-MLL interaction, mutant MLL peptide. O00255. Menin + Texas Red MLL mutant peptide, fluorescence polarization. Potency, µM (titrated, usually from 61.6 µM), without a hit: top-dose FP activity change, negative = inhibition, usual class: inhibitors. 270,000 compounds, 0.23% hits. AID 1768; active = well fitted inhibition curve with a large enough effect in the polarisation, with a control signal flat, not every such curve was filed as active; inconclusive = small, poorly fitted or top-dose-only effect, or effect the other way, or a change in a side signal; inactive = no such curve, though single readings can be large or run the other way; the % refers to the polarisation; note: potency is the fitted concentration of half-maximal effect; % of control where 0% means no effect; many of its hits are not listed in these tables
RORg inh: blocks mouse ROR gamma transcriptional activity. P51450. Drosophila S2 Gal4-RORgamma UAS-luciferase reporter, 20 h. Potency, µM (top dose mostly 53.6 µM), inactives show at the top dose activity change, negative = inhibition, most hits filed as inhibitors. 310,000 compounds, 5.4% hits. AID 2551; note: potency is the fitted concentration of half-maximal effect; % is set by controls: 0 for no effect and ±100 for the full control effect; nearly all actives have a fitted effect of over 60% in size
Target sequence (P51450 whole entry, looked up, the tested form may be a part): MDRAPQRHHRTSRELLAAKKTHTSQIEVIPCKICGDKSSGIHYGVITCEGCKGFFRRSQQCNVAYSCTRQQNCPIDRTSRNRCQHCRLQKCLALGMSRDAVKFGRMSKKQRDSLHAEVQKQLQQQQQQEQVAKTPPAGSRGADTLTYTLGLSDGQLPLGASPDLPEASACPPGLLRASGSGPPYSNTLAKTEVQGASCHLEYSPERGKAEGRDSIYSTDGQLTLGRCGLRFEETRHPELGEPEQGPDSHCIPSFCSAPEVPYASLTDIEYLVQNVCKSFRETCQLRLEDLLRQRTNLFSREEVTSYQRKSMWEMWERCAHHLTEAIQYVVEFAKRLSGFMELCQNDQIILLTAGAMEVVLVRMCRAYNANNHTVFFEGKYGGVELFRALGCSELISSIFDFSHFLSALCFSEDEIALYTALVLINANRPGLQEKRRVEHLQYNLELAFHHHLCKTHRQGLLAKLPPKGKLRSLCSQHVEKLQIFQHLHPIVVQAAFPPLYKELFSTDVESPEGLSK
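Schneider cells (Drosophila), stable Gal4 DBD–ROR gamma + UAS-luc; 1 hr cmpd preincubation; Cu2+ induction 700 uM final; 20 hr ambient; luminescence.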
VP16 counter: inhibits Gal4-VP16 luciferase reporter, ROR gamma counter-screen. AID 2546. Drosophila S2 Gal4-VP16 UAS-luciferase, luminescence, 20 h. Potency, µM (top dose mostly 53.6 µM), inactives show at the top dose activity, negative = inhibition, actives largely listed as inhibitors. 310,000 compounds, 3.5% hits;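 note: Gal4-VP16 expression switched on by copper sulfate through the metallothionein promoter; potency is the fitted concentration of half-maximal effect; % is set by controls: 0 for no effect and ±100 for the full control effect; nearly all actives have a fitted effect of over 50% in size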
p53 reactivation: re-activators of mutant p53. H1299 p53-A138V BP100-luciferase reporter, luminescence, 24 h. Potency, µM (titrated, usually from 92.2 µM), inactives show at the highest dose activity change, positive = activation, hits mostly activators. 320,000 compounds, 0.063% hits. AID 504706; note: potency is the fitted concentration of half-maximal effect; % of control where 0% means no effect; nearly all actives have a fitted effect of over 45% in size
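H1299 (p53-null), stable ts p53-A138V + BP100-Luc; 1000 cells/well, Opti-MEM/10% FBS; cpd 4 pt, 1:5; 24 h, 37 deg C, 5% CO2; detection reagent 10 min RT; luminescence.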
FLuc modulator: inhibits or activates purified firefly luciferase, miR-21 counter-screen. AID 588342. purified FLuc, Km substrates, luminescence inhibition. P08659. 360,000 compounds, 6.9% hits. Potency, µM (highest dose often 57.5 µM), inactives show top-dose activity change, negative = inhibition, hits mostly inhibitors;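 note: potency is the fitted concentration of half-maximal effect; plate controls were vehicle for no effect and reference inhibitor for full effect; nearly all actives have a fitted effect of over 55% in size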
Target sequence (P08659 whole entry, looked up): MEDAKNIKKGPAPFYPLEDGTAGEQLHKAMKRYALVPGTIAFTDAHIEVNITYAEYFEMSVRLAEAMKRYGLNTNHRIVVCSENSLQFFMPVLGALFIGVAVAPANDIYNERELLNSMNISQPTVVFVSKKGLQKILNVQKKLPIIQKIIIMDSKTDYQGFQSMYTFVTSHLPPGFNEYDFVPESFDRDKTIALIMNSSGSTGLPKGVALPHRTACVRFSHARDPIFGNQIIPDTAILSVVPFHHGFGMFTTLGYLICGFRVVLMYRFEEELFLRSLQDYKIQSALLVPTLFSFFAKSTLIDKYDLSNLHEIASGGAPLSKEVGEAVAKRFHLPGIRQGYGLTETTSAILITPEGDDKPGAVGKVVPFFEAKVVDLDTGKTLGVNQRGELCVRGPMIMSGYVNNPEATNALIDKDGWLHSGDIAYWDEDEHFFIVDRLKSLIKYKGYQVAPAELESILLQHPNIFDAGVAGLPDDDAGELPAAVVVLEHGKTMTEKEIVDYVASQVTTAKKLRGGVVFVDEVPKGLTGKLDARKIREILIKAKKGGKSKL
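Biochemical qHTS of compounds, final roughly 60 µM downward over six points, against 10 nM purified firefly luciferase using Km concentrations of substrates (10 uM D-luciferin, 10 uM ATP) in Tris acetate pH 7.5 buffer; luminescence output.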
NPC1 promoter act: activates the NPC1 promoter; Huh7 NPC1 promoter luciferase reporter, 24 h; Potency, µM (titrated, usually from 9.22 µM), without a hit: top-dose activation, actives largely listed as activators; 320,000 compounds, 2.4% hits; AID 485313;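 note: potency is the fitted concentration of half-maximal effect; % of control where 0% means no effect; nearly all actives have a fitted effect of over 60% in size; reporter is driven by a mutant NPC1 promoter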
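In 1536-well qHTS, Huh7 cells harboring an NPC1 promoter–luciferase construct received compound for 24 h; activation was quantified by luminescence following luciferase reagent addition.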
Rab9 prom act: activates the Rab9 promoter; 320,000 compounds, 2.8% hits; AID 485297; Huh7 Rab9 promoter-luciferase reporter, luminescence, 24 h; Potency, µM (highest dose often 9.22 µM), for the others: top-dose activation, negative = inhibition, actives largely listed as activators; note: potency is the fitted concentration of half-maximal effect; % of control where 0% means no effect; nearly all actives have a fitted effect of over 60% in size
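Huh7 cells stably carrying a Rab9 promoter-luciferase reporter, 1500 cells per well in OP-MEM I with 10% FBS, treated with compound 24 hours at 37C. Luciferase activity read by luminescence after 10 minutes with Amplite reagent.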
ELG1 genotoxic: induces genotoxicity in HEK293T cells with luciferase-tagged ELG1; HEK293T ELG1-luciferase reporter, luminescence, 16 h; Potency, µM (highest dose often 46 µM), without a hit: at the top dose activity change, positive = activation, hits mostly activators; 330,000 compounds, 1.3% hits; note: potency is the fitted concentration of half-maximal effect; % of control where 0% means no effect; nearly all actives have a fitted effect of over 60% in size
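Genotoxicity was scored as increased ELG1-luciferase reporter signal, measured by ONE-Glo luminescence (30 min, room temperature). Compound or vehicle exposure of the HEK293T reporter cells lasted 16 hr at 37°C.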
Giardia kill: Giardia lamblia killing. Giardia lamblia trophozoite viability. activity change, % at 7.66 µM, hits read low. 340,000 compounds, 0.15% hits; in the data active = activity change below about -80%; inconclusive = between about -30% and that limit;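 note: parasites exposed to compound for two days anaerobically before the ATP read; % is set by controls: 0 for no effect and ±100 for the full control effect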
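Giardia lamblia trophozoites (100 cells/well) were incubated with compounds for 48 h at 37 deg C under anaerobic conditions. Viability was read as ATP content by one-step luminescence after 15-30 min at room temperature.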
BRCA1 expr act: increases BRCA1 expression; MCF7-BRCA1-FFLuc reporter, luminescence, 48 h; response scale: scaled: vehicle 0%, 10 µM genistein 100%; Potency, µM (titrated, usually from 46.1 µM), inactives show top-dose activation, actives largely listed as activators; 380,000 compounds, 1.1% hits; note: potency is the fitted concentration of half-maximal effect; nearly all actives have a fitted effect of over 80% in size; some results filed as inactive show a strong effect at the top dose
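MCF7-BRCA1-FFLuc cells, 2000/well in phenol-red-free MEM, attached 2 h then treated 48 h at 37 C. Luciferase luminescence read 15 min after reagent; normalized to genistein maximum activation (10microM) and DMSO, concentration-response fitted.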
PKM2 act: increases activity of human pyruvate kinase M2 | P14618 | purified PKM2, Kinase-Glo ATP luminescence, activation; response scale: 0% is enzyme alone, no compound | Potency, µM (doses to about 57.5 µM), for inactives: at the highest dose activation, actives largely listed as activators | 260,000 compounds, 0.34% hits | AID 1631; note: potency is the fitted concentration of half-maximal effect; % is set by controls: 0 for no effect and ±100 for the full control effect; nearly all actives have a fitted effect of over 55% in size
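ATP formation by purified human PK-M2, quantified via coupled luciferase luminescence after 1 h at room temperature with 0.1 mM ADP and 0.5 mM PEP final.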
Active calls of the source: *; ? = inconclusive; . = not tested or not shown; [ ] = another dose, or the depositor's remark. Unless noted, calls come from the whole dose curve; as a rule, active = well fitted curve in the direction sought with a large enough effect; inconclusive = small, poorly fitted or top-dose-only effect, or another doubt; inactive = no such curve, though single readings can be large; an effect the other way counts as inactive or inconclusive. This is a subset; count on the stated rates, not on these rows.

Every second line gives: Menin MLL FP TR	RORg inh	VP16 counter	p53 reactivation	FLuc modulator	NPC1 promoter act	Rab9 prom act	ELG1 genotoxic	Giardia kill	BRCA1 expr act	PKM2 act
- CCC(CC)C(=O)Nc1ccc([N+](=O)[O-])cn1
→ 10%	5%	-6%[10 µM]	7%	2%	-3%	-4%	-13%	8	-9%	0%
- CC(C)Oc1ccc(C(=O)Nc2ccccc2N2CCCC2)cc1
→ -14%	5%	-1%	4%	-16%	-2%	-6%	0%	19	1%	0%
- COc1ccccc1CC(=O)N(Cc1ccccc1)c1ccc(C)cc1
→ .	34%	-2%	-2%	?	-1%	0%	2%	27	-14%	-1%
- COc1cccc(NC(=O)c2cccnn2)c1
→ 35%[activator]	1%	9%	-8%	-14%	13%	1%	8%	-5	78%	.
- O=C(COc1ccccc1[N+](=O)[O-])N(Cc1cccc(Br)c1)C1CCS(=O)(=O)C1 (configuration not stated)
→ .	?	9%	-5%	-1%	9%	0%	-5%	1	-33%	.
- O=C(CS(=O)(=O)c1ccc(F)cc1)N1CCN(c2ccccc2)CC1
→ .	.	.	3%	-9%	15%	16%	?	1	58%	.
- CCCCn1c(N)c(N(Cc2ccccc2OC)C(=O)COc2ccccc2C#N)c(=O)[nH]c1=O
→ .	-8%	1%	0%	1%	0%	-7%	0%	2	-33%	-6%
- CCOC(=O)N1CCN(C(=O)COc2cccc3c2CCN(CC)C3=O)CC1
→ -9%	-13%	4%	1%	-1%	0%	-2%	10%	14	3%	-4%
- CCOc1cc(C(=O)N2CCN(c3ccc(C(C)=O)cc3)CC2)cc(OCC)c1OCC
→ -1%	9%	1%	-3%	5%	-2%	-1%	-3%	-10	0%	3%
- CC(C)[C@H](NC(=O)NC1CCCC1)C(=O)O
→ 10%	-28%	7%	2%	-1%	-2%	1%	0%	-12	-20%	7%
- CC(OC(=O)CN1C(=O)NC2(CCCC2)C1=O)C(=O)c1ccccc1 (configuration not stated)
→ .	.	.	11%	1%	-1%	10%	0%	-3	-12%	.
- COc1ccccc1-n1c(SCC(=O)N2CCCC2)nnc1-c1ccccc1
→ .	-4%	-1%	-3%	-1%	-3%	0%	-5%	5	-6%	1%
- COc1cccc(/C=N/n2cncn2)c1OCC#N
→ 15%	12%	0%	-10%	-1%	0%	-9%	0%	-14	0%	1%
- COc1ccc(C(C)=O)cc1Cn1c(=O)cc(C)[nH]c1=O
→ -18%	15%	3%	-7%	-1%	-4%	0%	5%	-18	5%	4%
- COC(=O)C(CCSC)NC(=O)c1cccc([N+](=O)[O-])c1 (configuration not stated)
→ 1%	18%	-2%	0%	-1%	-3%	0%	1%	7	-30%	-2%
- COc1cc(S(=O)(=O)NC2CC(C)(C)NC(C)(C)C2)c(OC)cc1Cl
→ 9%	?	5%	.	1%	-3%	6%	3%	2	-10%	0%
- COCC(=O)NC1CCCCCC1
→ .	12%	4%	0%	2%	-5%	-2%	0%	-10	-8%	0%
- CCOCCCN(C)C1CCN(C(=O)c2oc3ccccc3c2NC(=O)c2cccc([N+](=O)[O-])c2)CC1
→ .	-17%	2%	5%	2%	-1%	-2%	-5%	-16	0%	.
- O=C(CSc1nc2ccccc2c(=O)[nH]1)Nc1ccccc1O
→ .	?	-18%	0%	-1%	-3%	0%	8%	-13	-19%	.
- CCc1ccccc1N1C(=O)c2ccccc2S1(=O)=O
→ 4%	3%	0%	-1%	-1%	-1%	2%	2%	-2	-4%	-1%
- COc1ccc(CNC(=O)CN(Cc2ccccc2F)C(=O)c2csnn2)cc1
→ -4%	-4%	-14%	0%	0%	-4%	0%	0%	15	3%	.
- CCc1ccc(C(=O)/C=C/c2ccc([N+](=O)[O-])o2)cc1
→ -2%	?	8.9µM*	-15%	11µM*	-11%	-29%	?	?	-13%	3%
- CNC(=O)c1ccccc1Nc1ccc(SC(F)F)cc1
→ 18%	44%	-6%	-5%	?	11%	22%	0%	23	0%	-3%
- CCN(CC)S(=O)(=O)c1cc(NC(=O)CN2C(=O)NC(C)(c3ccccc3)C2=O)ccc1C (configuration not stated)
→ -5%	?	1%	-7%	-1%	-5%	1%	-7%	-14	-43%	-6%
- Cc1csc(SCC(=O)Nc2sccc2C(N)=O)n1
→ 3%	30%	-16%	4%	?	?	?	?	11	6.3µM*	-6%
- CCOc1ccc(N/C(=N/c2nc(C)cc(C)n2)NC(C)=O)cc1
→ .	-16%	4%	-3%	2%	-4%	-7%	-3%	-3	-7%	8%
- Cc1cc(C(=O)COC(=O)CN=C2NS(=O)(=O)c3ccccc32)c(C)n1CCc1ccc(Cl)cc1
→ 0%	21%	19%	4%	2%	-3%	-2%	-3%	-16	-32%	5%
- Cc1ccc2c(c1)N(CC(=O)N1CCCCC1c1cccnc1)C(=O)CO2 (configuration not stated)
→ 9%	-13%	-1%	4%	-1%	-3%	1%	-8%	13	-1%	2%
- Cc1ccccc1-n1nc(SCC(=O)O)sc1=S
→ 4%	2%	-6%	1%	?	-7%	-2%	0%	17	0%	1%
- CCc1ccc(/C=N/NC(=O)c2nnn(-c3nonc3N)c2CN2CCc3ccccc32)cc1
→ ?	?	-20%	0%	-2%	1%	-3%	3%	24	-28%	.
- CC(=O)Nc1nc(C(F)(F)F)cs1
→ -4%	9%	5%	-6%	-2%	0%	-5%	0%	-5	-8%	-2%
- O=S(=O)(c1cccc(NC(=S)N2CCN(c3ccccc3)CC2)c1)C(F)F
→ 16%	-31%	-21%	-2%	2%	-4%	-4%	-7%	-22	-32%	3%
- C/C(=N\Nc1nncc2ccccc12)c1ccc(Cl)c([N+](=O)[O-])c1
→ ?	-15%	-11%	25%	?	12%	9%	?	-8	28%	0%
- CCN1C(=O)/C(=C/c2ccc(OC)c(OC)c2)N=C1SCC(=O)NCc1ccco1
→ -2%	?	-16%	-4%	-2%	-1%	1%	8%	12	-28%	0%
- Fc1ccc(-n2nnc(-c3cccnc3)n2)cc1
→ 1%	-26%	-8%	10%	15µM*	?	3.2µM*	?	22	?	-13%
- COc1ccc(CNc2ncccc2[N+](=O)[O-])cc1
→ 13%	2%	-9%	17%	?	?	20%	?	9	?	.
- O=C(c1ccc(C(F)(F)F)cc1)C1CCCN(C(=O)CCN2CCCO2)C1 (configuration not stated)
→ 3%	25%	-6%	0%	0%	-3%	-20%	0%	-3	-5%	-5%
- COCc1ccc(C(=O)N2CCCC(N(C)CCc3ccc(OC)c(OC)c3)C2)s1 (configuration not stated)
→ .	4%	-1%	-2%	1%	2%	21%	3%	1	20%	-3%
- COc1ccc(S(=O)(=O)NNC(=O)c2ccc([N+](=O)[O-])cc2)cc1
→ 9%	-36%	1%	-8%	-7%	0%	-1%	0%	22	-1%	1%
- Cc1cc(NC(=O)COC(=O)c2cc3c(s2)CCC(C)C3)no1 (configuration not stated)
→ -7%	13%	3%	5%	0%	8%	-3%	0%	14	6%	-3%
- Nc1cc(N)nc(SCC(=O)NCCC2=CCCCC2)n1
→ .	.	.	-5%	1%	0%	-7%	-3%	-19	-6%	.
- O=C(NCCCO)c1ccc2[nH]c3ccccc3c2c1
→ 3%	12%	-1%	-6%	24µM*	1%	1%	11%	13	57%	3%
- O=C(COc1ccccc1Cl)NNC(=O)c1cc(S(=O)(=O)N2CCOCC2)ccc1N1CCCC1
→ .	-3%	14%	-7%	1%	2%	4%	0%	-17	-19%	-16%
- COC(=O)C/C(N)=C(\C#N)C(=O)OC
→ .	-14%	2%	-1%	4%	0%	-8%	1%	-24	-1%	3%
- CC(C)(CO)NCc1c(OCc2ccc(Cl)cc2)ccc2ccccc12
→ -25%	-18%	-12%	16%	?	9%	-10%	-9%	27	-71%	-1%
- O=C(CNC(=O)C1COc2ccccc2O1)N/N=C\c1ccccc1Cl (configuration not stated)
→ .	10%	-12%	1%	-3%	2%	-3%	-1%	-12	0%	.
